# High-throughput results deposited in PubChem by several laboratories.
# FXIIa inh – human FXIIa protease inhibitors, primary screen, biochemical, 1536-well; inhibition, % at 5 µM; Coagulation factor XII (Homo sapiens), P00748; purified FXIIa, Boc-QGR-AMC fluorogenic substrate, 2 h; 220,000 tested, 0.3% active; in the data active means inhibition above about 40%;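 further: 0% = enzyme with no compound and 100% = blank without enzyme; many of its hits are not listed in these tables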
# L929 necroptosis – inhibitors of zVAD-triggered necroptosis, primary screen, L929 cells; L929 zVAD necroptosis rescue, ATP luminescence, 24 h; with zVAD 60 µM; viability rescue, % at 10 µM; 220,000 tested, 0.38% active; AID 1377, 2008;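 active means activation, scaled between plate controls, above about 75%, limit read from the data; inactive means activation under that limit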;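 further: 0% = zVAD with DMSO and 100% = DMSO alone without zVAD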
# TNF death inh – inhibitors of TNF-alpha triggered necroptosis, primary screen, cell-based, Jurkat FADD-/-, single concentration; Jurkat FADD-/- TNF necroptosis rescue, ATP luminescence, 24 h; 0 = TNF only, 100 = no-TNF cells; activation (protection from cell death), % at 10 µM; 220,000 tested, 0.068% active; AID 463075, 2010;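 active means activation, meaning protection from cell death, of at least 50% relative to plate controls; inactive means activation below 50%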;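 further: necroptosis triggered by 40 ng/mL TNF-alpha added together with compound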
# hK5 inh – human KLK5 protease inhibitors, primary screen, biochemical, 1536-well; AID 873, 2007; inhibition, % at 5 µM; 210,000 tested, 0.59% active; Kallikrein-5 (Homo sapiens), Q9Y337; recombinant hK5, fluorogenic AMC substrate cleavage;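 active means inhibition of 40% or more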;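 further: 0% = enzyme controls without compound and 100% = no-enzyme blanks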
# Target sequence (Q9Y337 67-293 limits assumed): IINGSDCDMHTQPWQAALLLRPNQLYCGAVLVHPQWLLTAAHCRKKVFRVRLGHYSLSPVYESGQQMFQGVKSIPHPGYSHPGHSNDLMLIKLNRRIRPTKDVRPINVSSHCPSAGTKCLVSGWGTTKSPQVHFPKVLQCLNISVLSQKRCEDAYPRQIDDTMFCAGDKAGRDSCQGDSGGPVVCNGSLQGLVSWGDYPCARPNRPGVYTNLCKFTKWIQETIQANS
# FXIa inh 1536 – human FXIa protease inhibitors, primary screen, biochemical, 1536-well | purified FXIa, Boc-Glu-Ala-Arg-AMC fluorogenic substrate | Coagulation factor XI (Homo sapiens), P03951 | AID 798, 2007 | inhibition, % at 5 µM | 220,000 tested, 0.14% active;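 active means inhibition of at least 40%; inactive means inhibition below 40%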;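 further: fluorescence of freed AMC excited at 355 nm; 0% = enzyme without compound and 100% = no enzyme blank; many of its hits are not listed in these tables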
# Cl transport mod – KCC2 cotransporter modulators, thallium flux, primary screen, cell-based, HEK293 KCC2, FluoZin-2 fluorescence, MLSMR; B-score of Tl+ flux slope (higher = more flux/activation; lower = inhibition) at 10 µM; 190,000 tested, 2.2% active; KCC2 cells, thallium flux FluoZin-2 fluorescence; Solute carrier family 12 member 5 (Homo sapiens), Q9H2X9;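 active means thallium flux slope and its plate-corrected score both differing from the plate sample mean at a set confidence after two filtering rounds, in either direction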;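 further: slope of fluorescence scaled to starting intensity during 10 to 20 s after thallium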
# Hck-Nef inh – inhibitors of Nef-activated human Hck kinase, primary screen, biochemical, Z-Lyte FRET, 384-well, Hck-YEEI; Tyrosine-protein kinase HCK (Homo sapiens), P08631; Recombinant Hck-YEEI plus Nef, Z-Lyte FRET kinase assay; inhibition, % at 20 µM; 220,000 tested, 0.68% active;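 active means Hck-Nef kinase inhibition above about 50%, limit read from the data; inactive means inhibition below that limit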;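 further: 0% = DMSO with Hck plus Nef and 100% = Hck alone without Nef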
# thrombin 1536 – human alpha-thrombin inhibitors, primary screen, counter-screen for coagulation protease inhibitor project, biochemical, 1536-well, fluorogenic AMC substrate; Boc-VPR-AMC fluorogenic substrate cleavage; 220,000 tested, 0.26% active; inhibition, % at 5 µM; Prothrombin (Homo sapiens), P00734;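 active means inhibition at or above 40%; inactive means inhibition below 40%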;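 further: 0% = enzyme with no compound and 100% = wells without enzyme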
#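 Test system: human alpha-thrombin; medium: pH 7.5 Tris-saline with Tween 20; times: reaction at room temperature; signal: AMC fluorescence at 355 nm excitation and 460 nm emission; also added: Boc-VPR-AMC substrate, 15 µM final; dosing: one concentration per compound, 5 µM, with 0.2% DMSO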
# Rad51 HR inh – human RAD51 strand exchange inhibitors, primary screen, biochemical, fluorescence; AID 1385, 2008; 200,000 tested, 0.085% active; inhibition, % at 10 µM; DNA repair protein RAD51 homolog 1 (Homo sapiens), Q06609; hRad51 DNA strand exchange, fluorescence dequenching;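 active means inhibition above 40% at the single screening dose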;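 further: 0% = DMSO control wells and 100% = blanks with heterologous ssDNA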
# Target sequence (Q06609 whole entry, looked up): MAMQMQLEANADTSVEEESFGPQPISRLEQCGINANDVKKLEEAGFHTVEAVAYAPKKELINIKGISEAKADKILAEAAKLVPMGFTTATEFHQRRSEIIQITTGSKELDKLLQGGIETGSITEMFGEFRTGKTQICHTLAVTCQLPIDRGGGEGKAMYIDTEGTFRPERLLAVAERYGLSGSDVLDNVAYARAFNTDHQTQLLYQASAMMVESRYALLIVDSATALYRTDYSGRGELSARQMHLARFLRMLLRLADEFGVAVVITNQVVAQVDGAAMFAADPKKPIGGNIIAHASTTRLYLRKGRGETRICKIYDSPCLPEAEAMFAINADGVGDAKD
#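 Material: hRad51 filaments on single-stranded DNA; Reagent: Donor/quencher-labelled 47-bp dsDNA substrate; Compound: 10 µM final, single point; Schedule: 37 °C 15-min filament assembly, 30-min compound preincubation, 15-min exchange; Technique: FRET fluorescence, excitation 485 nm, emission 520 nm; Benchmarks: control wells and blank wells on each plate.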
# * marks the source's active call; other numbers are inactive results; nt = no result given. This is a subset, so the mix of outcomes need not match the whole.
molecule	FXIIa inh	L929 necroptosis	TNF death inh	hK5 inh	FXIa inh 1536	Cl transport mod	Hck-Nef inh	thrombin 1536	Rad51 HR inh
CCC(=O)Nc1cc2c(C)cc(=O)oc2cc1C	9	0.3	-0.8	-3	-7	-0.09	-15	-4	7
O=C(Nc1nnc(-c2ccccc2SCc2ccccc2)s1)Nc1ccccc1F	14	0.3	-2.3	-5	7	0.62	3	3	-6
COC(=O)CNC(=O)C12CC3CC(C1)CC(c1ccc(C)cc1)(C3)C2	nt	4.3	0.3	-4	1	-0.003	-7	-8	1
CCn1c(=O)c2ccccc2n2c(SCC(=O)NCc3cccs3)nnc12	15	-0.3	-0.5	3	7	nt	0	4	-1
CC(C)NC(=O)CC1C(=O)N(Cc2ccccc2)C(C)c2nc3ccccc3n21 (stereo not drawn)	-3	3.5	2.2	-39	-7	0.6	-2	-1	20
Cc1cccc(C(C)(C)C)c1OCCN1CCCC1	6	0.3	5.4	-14	-4	-0.036	-9	-6	11
CCOCCCn1c(SCC(=O)NC(C)(C)C)nc2ccccc2c1=O	16	-0.3	-1.7	6	2	1.3	1	2	4
CN(C)c1ccc(/C=C(/C#N)C(=O)NCc2ccccc2)o1	5	1.3	1.6	-12	9	-1.9	0	-2	nt
COc1ccc(Sc2ccccc2CN(C)C)cc1OC	6	-0.1	-2.1	4	-7	0.46	1	0	5
Cc1ccc(S(=O)(=O)NCCC(=O)Nc2ccc(C)cc2C(=O)c2ccccc2)cc1	5	0.5	2.0	-15	7	-1.1	1	-2	nt
CCOc1ccccc1CN1C(=O)c2ccccc2C1C(=O)NCC1CCCO1 (stereo not drawn)	1	-0.1	0.4	-7	-4	-0.028	12	0	-6
CC/C(O)=C1\C(=O)CCCC1=NCCc1c(C)[nH]c2ccc(C)cc12	7	1.0	1.7	-1	2	-0.5	8	2	-5
Cc1sc2nc(COC(=O)c3cccc(S(=O)(=O)N(C)c4ccccc4)c3)[nH]c(=O)c2c1C	15	0.3	0.4	8	8	0.22	-10	13	-36
c1ccc2c(c1)C(=NC1CCCCC1)NC2=NC1CCCCC1	5	0.0	-3.1	-9	-11	-0.74	0	-2	nt
O=C(Cc1cn2ccsc2n1)OCc1nc2ccccc2s1	9	-0.4	-2.7	-25	-3	-0.89	0	-3	3
COc1ccccc1N1CCN(C(=O)CSc2nnc(NC(=O)C(C)C)s2)CC1	6	1.9	0.1	-12	-3	-0.42	14	1	4
Cc1ncc([N+](=O)[O-])n1CC(=O)NC1CCCCC1	7	-0.1	0.5	-16	4	-0.86	2	-4	8
CCN(CC)CCN1C(=O)C(O)=C(C(=O)c2cc3cccc(OC)c3o2)C1c1ccc(F)cc1 (stereo not drawn)	-2	0.8	0.7	-6	-2	-0.24	0	-7	16
O=C(Nc1ccc(Cl)c(S(=O)(=O)N2CCOCC2)c1)c1ccc(OCC2CCCO2)cc1 (stereo not drawn)	nt	5.5	-11	5	1	-1.6	-24	1	3
CC1CN(c2ccc([N+](=O)[O-])cn2)CC(C)O1 (stereo not drawn)	7	0.0	0.7	-4	3	0.91	19	2	0

# Single entries from the results shown:
# Result for CCOCCCn1c(SCC(=O)NC(C)(C)C)nc2ccccc2c1=O in TNF death inh: -1.7
# Result for Cc1sc2nc(COC(=O)c3cccc(S(=O)(=O)N(C)c4ccccc4)c3)[nH]c(=O)c2c1C in Cl transport mod: 0.22

# Next part:
# Screens in order – FXIIa inh	L929 necroptosis	TNF death inh	hK5 inh	FXIa inh 1536	Cl transport mod	Hck-Nef inh	thrombin 1536	Rad51 HR inh
O=C(C1=C[C@@H](c2ccccc2)C[C@@H](OCCCCO)O1)N1CCOCC1
    7	0.1	0.0	3	1	0.19	-10	-2	-4
COc1cc(C(=O)NCc2ccc3c(c2)cc(C)n3C)cc(OC)c1OC
    9	0.1	-0.4	1	-2	-3.2	10	-5	-10
Cc1ccccc1C(=O)Nc1cccc(NC(=O)c2ncn[nH]2)c1
    9	13	0.8	3	1	-0.31	21	-4	-4
C/C(=N/O)c1cc(C(C)(C)C)c(O)c(C(C)(C)C)c1
    5	-0.3	-0.2	14	-1	nt	1	-3	-2
O=C1c2cccc3cccc(c23)N1Cc1ccc(F)cc1
    2	0.5	2.2	-11	0	-0.5	-1	-4	6
FC(F)(F)COc1ccc(-n2ccnc2)nn1
    10	2.3	-0.6	24	11	0.55	19	4	14
O=C(Cc1ccccc1)NNC1=NS(=O)(=O)c2ccccc21
    2	14	1.1	-1	-4	1.1	13	-9	0
Cc1cc(C)n(CC(=O)c2cccc([N+](=O)[O-])c2)n1
    10	1.6	0.0	16	-1	-0.069	17	-4	-8
CC(C)(C)n1nc2c(c1NC(=O)c1ccc(S(=O)(=O)N3CCCCC3)cc1)CS(=O)C2 (stereo not drawn)
    16	-0.1	-0.2	0	6	0.13	1	-1	3
CCOC(=O)C1CCN(Cc2cnc(Oc3ccc(C(C)(C)C)cc3)s2)CC1
    15	-0.2	-3.5	5	4	nt	-1	-2	13
O=S(=O)(Cc1ccccc1Cl)N1CCN(Cc2ccc3c(c2)OCO3)CC1
    11	-0.1	0.4	-8	0	-0.00034	2	-1	-2
COc1cccc(C(=O)Nc2cccc(C(=O)NCC(C)C)c2)c1
    -4	4.7	4.7	-13	-3	-0.26	2	-11	3
Cn1c(SCC(=O)c2ccccc2)nnc1-c1ccco1
    16	0.4	5.5	-1	6	-2.4	9	7	8
CC(CN1CCCCC1)C(=O)NN (stereo not drawn)
    11	1.4	0.0	-1	5	0.4	24	nt	-2
COc1ccc(CC2(C)OC(c3ccc(C)c([N+](=O)[O-])c3)=NN2C(C)=O)cc1 (stereo not drawn)
    -3	-0.7	-0.8	-3	-5	-1.9	11	-10	-3
Cc1ccc(C(=O)/C=C/c2ccc3c(c2)OCO3)o1
    -1	-0.5	-8.8	-26	-1	nt	0	0	-1
O=C(N1CCCCC1)C12CC3CC(CC(C3)C1)C2
    15	1.1	-1.4	-10	8	1.4	4	5	1
O=C1N(c2ccccc2)C[C@@H]2C[C@@H](c3cccs3)N3CCC[C@@]123
    1	1.5	-0.1	-8	-8	0.91	19	-11	-4
COc1cc2c(cc1OC)C(C(=O)NCCN1CCOCC1)C1c3ccccc3CCN1C2=O (stereo not drawn)
    9	1.1	0.9	7	-24	nt	0	-4	nt
COc1ccc(Cn2nnnc2C(c2ccccc2OC)N2CCC(C(N)=O)CC2)cc1 (stereo not drawn)
    3	-0.1	0.4	0	-2	-0.51	0	-6	26

# Sorted by count of non-hydrogen atoms (ascending): part of the list above.
# Screens in order – FXIIa inh	L929 necroptosis	TNF death inh	hK5 inh	FXIa inh 1536	Cl transport mod	Hck-Nef inh	thrombin 1536	Rad51 HR inh
CC(CN1CCCCC1)C(=O)NN (stereo not drawn)
    11	1.4	0.0	-1	5	0.4	24	nt	-2
Cc1ccccc1C(=O)Nc1cccc(NC(=O)c2ncn[nH]2)c1
    9	13	0.8	3	1	-0.31	21	-4	-4
Cc1sc2nc(COC(=O)c3cccc(S(=O)(=O)N(C)c4ccccc4)c3)[nH]c(=O)c2c1C
    15	0.3	0.4	8	8	0.22	-10	13	-36

# The listing continues.
# Screens in order – FXIIa inh	L929 necroptosis	TNF death inh	hK5 inh	FXIa inh 1536	Cl transport mod	Hck-Nef inh	thrombin 1536	Rad51 HR inh
COC(=O)c1ccccc1N1C(=O)C2C(C1=O)C1C=CC2C12CC2 (stereo not drawn)
    13	-0.4	-0.4	-4	5	0.8	2	4	-17
Cc1ccc2nc(NC(=O)C3CCN(S(=O)(=O)c4cccnc4)CC3)sc2c1
    9	80*	-1.9	-24	2	-2.8	0	-8	1
COC(=O)c1cn(CC(=O)NC2CCCCCC2)c2ccccc12
    13	0.0	1.3	-3	7	1.9	11	-1	5
Cc1cc(C)c(S(=O)(=O)N2CCCOC2CNC(=O)C(=O)NCCc2c[nH]c3ccccc23)c(C)c1 (stereo not drawn)
    13	1.8	3.0	-19	6	-0.58	0	0	2
CC(C)CCSc1nc2ccccc2[nH]1
    3	0.3	2.1	-2	-6	-0.06	-5	-7	1
CC(C)c1cc(NCc2ccccn2)n2c(nc3ccccc32)c1C#N
    0	1.4	-0.1	-4	0	nt	14	-9	nt
COc1cc(S(=O)(=O)Nc2ccc3cn[nH]c3c2)ccc1Cl
    7	0.3	2.4	nt	-2	0.2	22	-3	nt
O=C1C2C3C=CC(C2C(=O)N1c1ccccc1O)C1C2C(=O)N(c4ccccc4O)C(=O)C2C31 (stereo not drawn)
    5	1.9	1.5	1	-3	-0.015	24	-13	4
O=[N+]([O-])CC(=Nc1ccc(Cl)cc1)N/N=C\c1oc(O)c2ccccc12
    6	0.8	0.5	-12	-1	-0.28	1	-2	nt
Cc1ccc(-c2nnn(CC(=O)N(Cc3cccs3)C(C(=O)NC3CCCC3)c3ccncc3)n2)cc1 (stereo not drawn)
    17	-0.9	-2.7	-5	9	nt	7	3	-9
O=C(Nc1cnn(Cc2ccccc2)c1)c1nc2ncccn2n1
    -4	0.4	-1.7	-3	-13	-0.35	1	-7	4
CCn1c(/C=C/c2ccccc2[N+](=O)[O-])nc2ccccc2c1=O
    10	-0.2	0.1	10	3	0.84	-5	-1	nt
Cc1cc(C(=O)N2CCCC(C(=O)c3ccc4ccccc4c3)C2)nn1C (stereo not drawn)
    1	0.1	-0.6	nt	-2	nt	-14	-7	-21
Cc1cc(C(=O)COc2ccccc2C(N)=O)c(C)n1CC1CCCO1 (stereo not drawn)
    6	-2.0	-7.6	26	-1	-0.66	26	-1	-4
CC(C)C(=O)Nc1nnc(SCC(=O)NC2CC2)s1
    16	0.1	-0.2	2	-1	0.27	1	5	-4
CCOC(=O)C(NCCc1ccccc1)(NC(=O)CC)C(F)(F)F (stereo not drawn)
    10	-0.5	-0.2	-15	7	-0.0097	6	-2	6
